Compound activity: PubChem, several laboratories
K1F lysis inhibition – inhibition of K1F phage lysis, E. coli UTI89, bacterial capsule biogenesis inhibitors, alamar blue (AID 488966); E. coli UTI89 K1F phage lysis, alamar blue, 2 h; higher % means a stronger effect; inhibition, % at 100 µM, or IC50 in µM where a hit was titrated; 340,000 compounds, 0.02% hits;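 active = phage lysis inhibition, versus mean bacterial control, above a set limit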;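 note: capsule biogenesis inhibitors block K1F phage lysis so surviving cells raise fluorescence; higher fluorescence means more inhibition of phage lysis; actives were called in the ten point dose series up to 300 µM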
RSV antiviral HEp-2 – RSV antiviral activity via CPE protection, HEp-2 cells, primary 10 µM value included (AID 2391). 310,000 compounds, 0.13% hits. CPE inhibition, % at 10 µM; hits with a dose series show IC50 in µM. HEp-2 cells, RSV-induced CPE inhibition; higher % means a stronger effect; in the data active = a potency from the dose series; note: strong numbers were not always called active
T cell modulator – modulators of CD8 T cell-vesicle binding, primary screen, mouse 2C CD8+ T cells, flow cytometry; calls only at 7 µM; 2C CD8+ T cell-vesicle binding; hits give low values; AID 2052, 2009; 330,000 compounds, 0.068% hits;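 active = response, share of CD8 T cells binding vesicles, and their 90th percentile fluorescence all below set limits, cut at about 80% in these data, passing the limit was not always enough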
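incubation = binding step 1.5 h, 37 °C, antibody labelling 20 min, ice | test system = 2C mouse CD8+ T cells | read-out basis = percent CD8+ FL2 mean versus row control | controls = Peptide-free naked vesicles (low) and QL9 vesicles with 0.7% DMSO vehicle (high) | detection = flow cytometry of vesicle-bound cells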
T cell modulator vesicle-bound % – second read-out of T cell modulator, no call of its own (marks repeat the call); double positive events, %; measured here: CD8+ vesicle-bound cell fraction;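 binding gate set so that unloaded-vesicle control wells show 10% double positive cells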
Numbers without * were called inactive; i = inactive; & = joins results of further samples; [ ] = another dose, or the depositor's remark. These rows are one share of the data, so the mix of outcomes need not match the whole.

SMILES	K1F lysis inhibition	RSV antiviral HEp-2	T cell modulator	T cell modulator vesicle-bound %
O=C(O)c1cccc(NC(=S)NC(=O)c2cncc(Br)c2)c1	-0.3%	1.9%	i	55
O=C(Nc1ccc(S(=O)(=O)N2CCCC2)cc1)C1CCN(S(=O)(=O)c2ccc(F)cc2)CC1	-0.6%	4.8%	i	50
COc1ccc(NC(=O)COC(=O)c2ccc(OC)c(S(=O)(=O)N3CCCC3)c2)cc1OC	0.1%[50 µM]	0.2%	i	20
Fc1ccc(CCN2CCN=C2Nc2ccccc2)cc1	2.0%	0.2%	i	44
O=C(Nc1nc(-c2cccs2)cs1)c1ccc([N+](=O)[O-])o1	-0.1%[50 µM]	-1.9%	i	18
CCOC(=O)c1c(C)[nH]c(C(=O)OCC(=O)Nc2sc(C(=O)N(C)C)c(C)c2C(=O)OCC)c1C	0.9%[50 µM]	-1.7%	i	57
O=C(Nc1ccc(F)cc1)c1ccc(C(=O)N2CCCC(O)C2)cc1 (stereo not given)	1.2%	3.4%	i	27
CCOc1ccc(C(=O)NCC(=O)N2CCN(c3ccc(C(F)(F)F)cn3)CC2)cc1	-0.2%[50 µM]	1.5%	i	40
CC1CCCC(NC(=O)Cn2cc(C(F)(F)F)cc(Cl)c2=O)C1C (stereo not given)	0.5%[50 µM]	-0.4%	i	40
O=C(CN1C(=O)NC2(CCCc3ccccc32)C1=O)N1CCN(c2cccc(C(F)(F)F)c2)CC1 (stereo not given)	1.2%[50 µM]	1.4%	i	38
O=C(NCCS(=O)(=O)NC1CCCC1)c1ccccc1	1.1%[50 µM]	-1.2%	i	35
COc1ccc(C(CNC(=O)c2cc(S(=O)(=O)N3CCCC3)ccc2Cl)N2CCCC2)cc1 (stereo not given)	-1.2%	0.3%	i	43
CC1CC(C)CN(C(=O)c2ccc3ccccc3c2)C1 (stereo not given)	1.9%[50 µM]	-1.4%	i	12
CC1CCCCN1C(=S)NC(=O)c1cc(Br)ccc1Cl (stereo not given)	1.1%[50 µM]	0.2%	i	31
COc1ccccc1OCc1ccc(C(=O)NCC2CCCO2)cc1 (stereo not given)	0.2%[50 µM]	-0.1%	i	48
COCCNC(=O)c1ccc2c(c1)S(=O)(=O)c1cc(Cl)ccc1C2=O	1.0%	0.1%	i	25
CCCCn1c(N)c(N(CCOC)C(=O)c2sc3cc(F)ccc3c2Cl)c(=O)[nH]c1=O	0.3%[50 µM]	-0.9%	i	30
COc1cc(C(=O)OCC(=O)N(CC(C)C)C2CCS(=O)(=O)C2)cc(OC)c1C (stereo not given)	0.0%[50 µM]	0.2%	i	41
O=C(NCCN1C(=O)S/C(=C\c2ccc(Cl)cc2Cl)C1=O)C1=COCCO1	1.3%[50 µM]	5.0%	i	45
CC(C)(O[C@@H]1O[C@H](CO)[C@@H](O)[C@H](O)[C@H]1O)[C@@H]1CC=C(C(=O)O)CC1	1.2%	1.9%	i	13
Cc1ccccc1NC(=O)COc1coc(CN2CCCc3ccccc32)cc1=O	-1.6%	9.7%	i	30
Cc1ccc(-n2c(C)nnc2SCC(=O)N(C)c2c(N)n(Cc3ccccc3)c(=O)[nH]c2=O)cc1	2.5%[50 µM]	-0.1%	i	24
COc1ccc(C2C=C(C)Nc3ncnn32)cc1 (stereo not given)	0.0%	-0.1%	i	47
N#Cc1ccccc1OCC(=O)OCC(=O)NCc1ccc2c(c1)OCO2	1.8%[50 µM]	-0.5%	i	22
CN(CC(=O)Nc1ccccc1C(F)(F)F)C(=O)Cn1c(=O)oc2ccccc21	-1.0%	2.1%	i	49
O=C(CSc1nc2nn(-c3ccccc3)c(=O)c-2c2n1CCCCC2)c1ccc(O)c(O)c1	0.6%[50 µM]	8.7%	i	36
Cc1ccc(C2(C)NC(=O)N(CC(=O)Nc3ccccc3N3CCCCC3)C2=O)cc1 (stereo not given)	-0.2%[50 µM]	7.8%	i	34
CNC(=O)c1ccsc1NC(=O)CS(=O)(=O)c1ccccc1	0.8%[50 µM]	0.5%	i	20
CCN(C(=O)Cn1cnc2c1c(=O)n(C)c(=O)n2C)C1CCS(=O)(=O)C1 (stereo not given)	0.3%[50 µM]	0.8%	i	42
COc1ccccc1C(=O)NC(=O)COC(=O)c1nc(Cl)ccc1Cl	1.3%[50 µM]	0.2%	i	32
N#CCC(=O)Nc1ccc(C(=O)OCC(=O)c2ccc3c(c2)NC(=O)CO3)cc1	0.6%[50 µM]	0.2%	i	64
CCCC(NCC(=O)Nc1cc(S(=O)(=O)N2CCOCC2)ccc1OC)c1ccccc1 (stereo not given)	2.9%	0.4%	i	21
CCC1CCc2sc(C(=O)N(C)CC(=O)Nc3ccc(N4CCOCC4)cc3)cc2C1 (stereo not given)	1.4%[50 µM]	2.0%	i	24
COc1ccc(C)cc1Cn1nnc2ccccc21	3.3%	10.0%	i	56
Cn1ccc(NC(=O)c2ccc(Cl)cc2)n1	0.6%[50 µM]	1.1%	i	61
Cc1cc(=O)oc2cc(NC(=O)C(C)N3C(=O)C4CCCCC4C3=O)ccc12 (stereo not given)	0.5%[50 µM]	1.0%	i	12
O=C(c1cccc(S(=O)(=O)N2CCCC2)c1)N1CCCC(C(F)(F)F)C1 (stereo not given)	-0.5%	-0.5%	i	54
COc1ccc(C(=NN)c2ccc(OC)cc2)cc1	0.4%	2.3%	i	30
CC(Sc1ncn[nH]1)C(=O)Nc1cc(C(F)(F)F)ccc1Cl (stereo not given)	1.1%[50 µM]	-0.7%	i	41
C=CCn1c(SCC(=O)NC(=O)Cc2ccccc2)nc2ccccc2c1=O	0.8%[50 µM]	1.6%	i	68
O=C(COC(=O)CNC(=O)c1ccc(Cl)cc1Cl)NCC1CCCO1 (stereo not given)	0.9%[50 µM]	-1.5%	i	53
COc1cc(OC)cc(-c2c(-c3cccs3)c3cc(-c4cnc(OC)nc4)ccc3n2C)c1	-0.3%	-0.7%	i	40
O=C(Nc1ccccc1N1CCOCC1)c1ccc(N2CCCC2=O)cc1	0.7%[50 µM]	2.6%	i	41
NC(=O)Nc1ccc(C(=O)OCC(=O)Nc2cccc(S(=O)(=O)NC3=NCCC3)c2)cc1	0.8%[50 µM]	1.0%	i	24
O=C(CCN1CCN(c2ccccc2)CC1)NNC(=O)Cc1ccccc1Cl	0.8%[50 µM]	0.3%	i	31
CCOC(=O)[C@H]1[C@H]2COc3ccc(C)cc3[C@@H]2N2C(=O)CN(CC3CCCO3)C(=O)[C@@]12C (stereo not given in full)	0.0%	0.4%	i	30
COc1ccc(/C=N/NC(=O)c2sccc2C)c2ccccc12	-1.1%	0.1%	i	14
Nc1ccn(CC(=O)NCCNc2ccc([N+](=O)[O-])cn2)c(=O)n1	0.4%	-0.2%	i	29
O=C(NCCCn1ccnc1)c1cccc(S(=O)(=O)Nc2ccc(Br)cc2)c1	0.3%[50 µM]	-0.8%	i	22
CCOc1ccc(S(=O)(=O)N2CCNC(=O)C2)cc1	0.9%[50 µM]	1.5%	i	47
COc1ccc(OC(=O)c2cccc(S(=O)(=O)N3CC(C)OC(C)C3)c2)cc1 (stereo not given)	0.0%[50 µM]	1.4%	i	31
CN1C(=O)c2ccccc2C(O)c2ccccc21 (stereo not given)	-0.2%	1.2%	i	21
Cc1cc(=O)n2[nH]c(Nc3cccc(Cl)c3)nc2n1	-0.2%	1.8%	i	31
Cc1noc(C)c1COc1ccc(C(=O)NCCOc2ccccc2)cc1	0.5%[50 µM]	0.8%	i	38
CCc1noc(C)c1C(=O)NCCc1ccccc1	1.5%[50 µM]	-1.4%	i	30
Cc1ccnc(NC(=O)C(Cc2ccccc2)NC(=O)c2ccccc2)c1 (stereo not given)	-0.3%[50 µM]	1.3%	i	44
COc1ccc2oc(C(=O)OCC(=O)NCCc3ccc(S(N)(=O)=O)cc3)c(C)c2c1	1.1%[50 µM]	1.1%	i	32
Cc1ccc(C2=NN(C(=O)CN3CCN(C4CCS(=O)(=O)C4)CC3)C(c3ccco3)C2)cc1 (stereo not given)	0.7%[50 µM]	6.8%	i	28
CCCCn1c(N)c(N(Cc2ccccc2OC)C(=O)COc2ccccc2OC)c(=O)[nH]c1=O	0.7%[50 µM]	0.3%	i	4
COCCn1c(C)cc(C(=O)CSc2nnnn2C2CCCC2)c1C	0.1%[50 µM]	1.4%	i	35

(list continues)
SMILES	K1F lysis inhibition	RSV antiviral HEp-2	T cell modulator	T cell modulator vesicle-bound %
COc1cc2ccccc2cc1C(=O)Nc1ccccc1N1CCCC1	1.4%[50 µM]	17%	i	30
COc1ccccc1-c1oc2ccccc2c1-c1ccc2c(c1)OCO2	2.0%	2.0%	i	40
N#CCCCCn1ccc(NC(=O)c2ccc(Cl)cc2O)n1	1.6%	0.9%	i	37
CC1CCC(NC(=O)CSc2nnc(-c3cccnc3)o2)CC1 (stereo not given)	0.6%[50 µM]	0.6%	i	18
CC(C)CC(=O)C(=O)O	3.6%&5.4%	0.5%&2.0%	i	24&21
Cc1ccc(C)c(NC(=O)COC(=O)c2c(C)nn(-c3ccccc3)c2C)c1	1.9%[50 µM]	0.4%	i	35
O=C(COc1ccc(Cl)cc1Cl)N1CCNC1=O	0.7%[50 µM]	0.6%	i	21
Cc1ccccc1NC(=O)Cc1nc(COC(=O)c2cccnc2Cl)cs1	0.6%[50 µM]	-0.2%	i	62
CC(=O)Nc1ccc(C(=O)COC(=O)c2cccs2)c(F)c1	0.3%[50 µM]	1.5%	i	16
CCN(CC(=O)NCc1ccc(Cl)cc1)C(=O)CSCC(=O)Nc1ccc(C)cc1	-1.1%	1.4%	i	34
CCN(CC)C(=O)c1ncn(Cc2ccccc2)c1C(=O)N(CC)CC	0.6%	1.8%	i	34
COc1cc(NC(=O)C2CSC3(C)CCC(=O)N23)c(OC)cc1Cl (stereo not given)	1.2%[50 µM]	-1.1%	i	44
Cc1cc(C)n2nc(C(=O)OCC(=O)N(C)C3CCS(=O)(=O)C3)nc2n1 (stereo not given)	0.5%[50 µM]	0.2%	i	32
Cc1nnc(SCC(=O)NNC(=O)c2ccccc2)n1N	0.7%[50 µM]	0.8%	i	24
Cc1ccccc1C(=O)N1CCC(C(=O)Nc2ccccc2N2CCCC2)CC1	0.8%[50 µM]	0.5%	i	32

No new results follow: entries from further up.
SMILES	K1F lysis inhibition	RSV antiviral HEp-2	T cell modulator	T cell modulator vesicle-bound %
COc1ccccc1-c1oc2ccccc2c1-c1ccc2c(c1)OCO2	2.0%	2.0%	i	40
N#CCCCCn1ccc(NC(=O)c2ccc(Cl)cc2O)n1	1.6%	0.9%	i	37
CC1CCC(NC(=O)CSc2nnc(-c3cccnc3)o2)CC1 (stereo not given)	0.6%[50 µM]	0.6%	i	18
CC(C)CC(=O)C(=O)O	3.6%&5.4%	0.5%&2.0%	i	24&21
Cc1ccc(C)c(NC(=O)COC(=O)c2c(C)nn(-c3ccccc3)c2C)c1	1.9%[50 µM]	0.4%	i	35
O=C(COc1ccc(Cl)cc1Cl)N1CCNC1=O	0.7%[50 µM]	0.6%	i	21
Cc1ccccc1NC(=O)Cc1nc(COC(=O)c2cccnc2Cl)cs1	0.6%[50 µM]	-0.2%	i	62
CC(=O)Nc1ccc(C(=O)COC(=O)c2cccs2)c(F)c1	0.3%[50 µM]	1.5%	i	16
CCN(CC(=O)NCc1ccc(Cl)cc1)C(=O)CSCC(=O)Nc1ccc(C)cc1	-1.1%	1.4%	i	34
CCN(CC)C(=O)c1ncn(Cc2ccccc2)c1C(=O)N(CC)CC	0.6%	1.8%	i	34
COc1cc(NC(=O)C2CSC3(C)CCC(=O)N23)c(OC)cc1Cl (stereo not given)	1.2%[50 µM]	-1.1%	i	44
Cc1cc(C)n2nc(C(=O)OCC(=O)N(C)C3CCS(=O)(=O)C3)nc2n1 (stereo not given)	0.5%[50 µM]	0.2%	i	32

Continuation.
SMILES	K1F lysis inhibition	RSV antiviral HEp-2	T cell modulator	T cell modulator vesicle-bound %
CCc1ccc(NC(=O)CCc2nc3sc4c(c3c(=O)[nH]2)CCCC4)cc1	1.7%[50 µM]	-1.2%	i	33
O=C(c1cc(-c2cccs2)nn1-c1ccccc1)N1CCN(S(=O)(=O)c2ccccc2)CC1	0.0%[50 µM]	1.5%	i	23
O=C(COC(=O)/C=C/c1cccc(C(F)(F)F)c1)Nc1ccc(Cl)cn1	0.5%[50 µM]	0.1%	i	54
CN(CC(=O)Nc1cccc(F)c1)C(=O)c1cc(-c2cccs2)nn1-c1ccccc1	-1.0%[50 µM]	2.8%	i	38
CC1=C(/C=C/C(C)=C/C=C/C(C)=C/C(=O)Nc2ccc(O)cc2)C(C)(C)CCC1	7.3%&-2.0%	-1.8%	i	37
COC(=O)[C@@]12CCCN1[C@H](c1ccc(-c3ccc(F)cc3)cc1)[C@H]1C(=O)N(C)C(=O)[C@H]12	-1.5%	-1.1%	i	14
Cc1cc(C)c(NC(=O)CNC(=O)c2ccc(-n3cncn3)c([N+](=O)[O-])c2)c(C)c1	-0.2%[50 µM]	0.5%	i	25
